MOR-DOR inv ag – inverse agonists of human mu-delta opioid receptor heterodimerization; cell-based MOR-DOR heterodimer luminescence, inverse agonism; inhibition, % at 9.3 µM; actives 0.21% (n = 340,000); in the data active = inhibition above about 22%, passing the limit was not always enough;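 note: 0% = cells with DMSO and 100% = wells without cells with DMSO; values of inactives mirror those of a sister screen read the other way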
AddAB inh – less growth of phage-infected E. coli with AddAB; E. coli expressing H. pylori AddAB, absorbance growth; inhibition, % at 11.9 µM; actives 0.29% (n = 330,000); AID 435030; in the data active = inhibition above about 12%;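 note: 0% = vehicle wells of infected cells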
Ecoli viability – counter-screen for AddAB inhibitors: E. coli growth inhibition. E. coli V3065 growth, OD600 absorbance, 18 h. inhibition, % at 11.9 µM. actives 0.27% (n = 330,000). AID 449728;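 active = inhibition above the campaign's mean inhibition across all tested compounds plus 3 SD, cut at about 9.9% in these data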;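 note: uninfected addAB+ strain grown without phage in ampicillin broth; 0% = DMSO wells and 100% = ciprofloxacin 0.95 µg/ml wells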
Tat transport – blocks Tat-dependent protein export in E. coli | E. coli MC4100 TorA-mCherry Tat export, fluorescence | inhibition, % at 10 µM | actives 0.036% (n = 340,000) | AID 488895;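 active = mean replicate inhibition at least 50% and at least half of replicates individually reaching 50%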;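 note: exported cargo escapes ClpAP degradation while cytoplasmic cargo is degraded and loses fluorescence; 0% = median of neutral control wells and 100% = median of NaSCN control wells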
PKA-R2B act – PKA-R2B complex activation. PKA-R2B holoenzyme dissociation, Cy5-IP20 fluorescence polarization; R2B truncated from residue 108, S112A mutant; 0% DMSO only, 100% 113 µM cGMP. activation, % at 11.4 µM. actives 0.079% (n = 340,000). P22694+P31323;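 active = activation above a cutoff set at the mean over all compounds plus 3 SD, cut at about 18% in these data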;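 note: higher means more holoenzyme dissociation and a rise in polarization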
Target sequence (P31323 whole entry, looked up, other chains not shown, the tested form may be a part): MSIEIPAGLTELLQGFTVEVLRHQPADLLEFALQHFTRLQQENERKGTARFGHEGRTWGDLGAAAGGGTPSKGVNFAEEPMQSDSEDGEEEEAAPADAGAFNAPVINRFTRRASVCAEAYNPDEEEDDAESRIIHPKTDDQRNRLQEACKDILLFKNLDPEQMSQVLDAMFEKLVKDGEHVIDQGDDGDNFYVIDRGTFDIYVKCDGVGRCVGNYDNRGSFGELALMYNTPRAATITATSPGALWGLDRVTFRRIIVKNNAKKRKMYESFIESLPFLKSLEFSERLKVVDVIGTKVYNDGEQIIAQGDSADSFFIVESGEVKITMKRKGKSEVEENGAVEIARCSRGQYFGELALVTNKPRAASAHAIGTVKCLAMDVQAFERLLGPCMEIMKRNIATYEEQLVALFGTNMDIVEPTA
MOR-DOR ag – agonists of human mu-delta opioid receptor heterodimerization; P35372+P41143; cells, OPRM1-OPRD1 heterodimerization, luminescence; activation, % at 9.3 µM; actives 0.3% (n = 340,000); in the data active = activation above about 18%;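 note: 0% = vehicle-treated cells and 100% = reference agonist; values of inactives mirror those of a sister screen read the other way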
HTR5A inv ag – HTR5A inverse agonism, opioid heterodimer counter-screen; P47898; HTR5A cell line, luminescence; inhibition, % at 9.3 µM; actives 0.083% (n = 340,000); in the data active = inhibition mostly above about 23%, no sharp cut-off; inactive = mostly below about 18%;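 note: 0% = cells with DMSO and 100% = no-cell wells with DMSO; some compounds called inactive have numbers as strong as hits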
Target sequence (P47898 whole entry, looked up): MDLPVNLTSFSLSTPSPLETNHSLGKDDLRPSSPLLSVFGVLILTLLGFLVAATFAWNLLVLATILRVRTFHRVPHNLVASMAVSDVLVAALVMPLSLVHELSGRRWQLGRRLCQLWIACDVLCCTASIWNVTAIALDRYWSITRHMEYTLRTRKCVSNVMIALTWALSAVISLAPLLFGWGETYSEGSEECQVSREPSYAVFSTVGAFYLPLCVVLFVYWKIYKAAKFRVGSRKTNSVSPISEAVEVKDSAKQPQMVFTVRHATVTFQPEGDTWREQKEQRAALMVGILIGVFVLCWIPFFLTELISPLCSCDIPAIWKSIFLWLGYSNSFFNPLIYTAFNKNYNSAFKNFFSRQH
PKA-R1A activ – activators of PKA-R1A complex. P00514+P68181. PKA-R1A dissociation, Cy5-IP20 fluorescence polarization; scaled: DMSO 0%, 113 µM cGMP 100%. activation, % at 11.4 µM. actives 0.083% (n = 340,000);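 active = percent activation above the mean of all tested compounds plus 3 SD, cut at about 19% in these data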;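 note: higher means more PKAc released from R1A so a rise in polarization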
phage Ecoli inh – E. coli growth loss with phage present; actives 0.26% (n = 360,000); AID 651602; inhibition, % at 11.9 µM; growth absorbance; in the data active = inhibition above about 11%
PfHsp90 yeast 2 – inhibits growth of yeast expressing Plasmodium falciparum Hsp90; S. cerevisiae expressing PfHsp90, BacTiter-Glo ATP, 48 h; yeast lacking PDR1 and PDR3 efflux regulators; inhibition, % at 9.4 µM; actives 0.32% (n = 310,000);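 active = every replicate shows inhibition above about 80%, whatever the replicate mean, limit read from the data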;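 note: 0% = DMSO neutral controls and 100% = 20 µM radicicol positive controls; yeast relying on Plasmodium falciparum Hsp90 in place of its own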
Mot1-301 SUMO – inhibitors of SUMOylation pathway: yeast Mot1-301 growth rescue; actives 1% (n = 320,000); S. cerevisiae Mot1-301 growth rescue, ATP luminescence, 38.5C; percent above DMSO median, 100 means doubled; growth rescue, % at 18.8 µM;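 active = every valid replicate shows activation above 250% relative to neutral control wells; inactive = the rest, any valid replicate at or below 250%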;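 note: OY570 slx delta 5 strain wells were the positive control but not used for scaling; some compounds called inactive have numbers as strong as hits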
Numbers without * were called inactive; . = no result given.

SMILES	MOR-DOR inv ag	AddAB inh	Ecoli viability	Tat transport	PKA-R2B act	MOR-DOR ag	HTR5A inv ag	PKA-R1A activ	phage Ecoli inh	PfHsp90 yeast 2	Mot1-301 SUMO
COc1ccc(/C(C)=N/NC(=O)c2nnn(-c3nonc3N)c2-c2cccs2)cc1	18	3.2	0.6	-1	6	-3.5	-10	-11	0.5	9	-4
O=C(O)COc1ccc(Br)cc1/C=N\Nc1ccccn1	11	5.3	0.9	6	-8	-2.2	-31	5	.	-16	425*
CC(=O)c1ccc(NS(=O)(=O)c2ccc(N)cc2)cc1	17	4.4	1.9	-2	-1	-3.5	4	-16	3.6	-5	-14
O=c1cc(CSc2ccc(Cl)cc2)nc(-c2ccccc2)[nH]1	.	4.9	3.4	10	.	.	.	.	4.7	-17	9
CCn1c(SCc2nnc(-c3ccccc3)o2)nnc1-c1ccc(S(=O)(=O)N2CCCC2)cc1	15	2.6	1.3	-3	-5	-3.1	11	-6	5.2	.	22
FC(F)(F)c1ccc(Oc2ccc(Cl)cc2Br)nc1	-2	3.5	-1.2	-7	-9	0.4	6	-4	3.0	-18	12
O=C(Nc1nnc(C2CC2)s1)c1cc(S(=O)(=O)N2CCCCC2)ccc1N1CCOCC1	16	3.1	-0.3	0	11	-3.1	-14	2	-0.1	1	22
CC1CN(Cc2c(O)ccc3c(=O)c(-c4ccccc4)coc23)CC(C)O1 (stereo not drawn)	9	0.0	-2.6	-4	-10	-1.8	-33	5	4.7	-1	48
O=C(Nc1ccccc1C(=O)NCc1cccnc1)c1ccc(Cl)cc1Cl	-24	2.9	0.6	-4	2	4.6	1	-4	3.9	15	-4
CC(=O)NCCn1ccc2ccccc21	8	3.5	-1.9	9	-10	-1.9	-7	-14	2.6	6	12
COc1ccc(-c2nc(-c3ccccc3)c(-c3cc([N+](=O)[O-])ccc3C)[nH]2)cc1O	-10	0.2	0.9	9	-16	1.8	8	-1	1.0	16	1
O=C(Nc1nnc(-c2ccc(F)cc2)o1)c1ccc(S(=O)(=O)N2CCOCC2)cc1	8	-2.1	-3.9	0	5	-1.4	2	-5	.	-34	0
Cc1ccc(S(=O)(=O)n2c([N+](=O)[O-])cnc2C)cc1C	4	1.8	-0.5	8	-9	-0.8	-18	3	3.1	1	26
C=CCNC(=S)Nc1ccc(C)c(S(=O)(=O)N2CCCCC2)c1	-10	0.3	3.1	4	7	2.2	11	-2	-2.9	2	0
CC1=C(C(=O)N2CCCCC2)C2(CCC(C)CC2)OC1=O (stereo not drawn)	11	0.5	-3.0	-6	12	-2.1	-18	6	0.3	-10	5
COCC(C)NC(=O)Cc1ccc(F)cc1 (stereo not drawn)	9	-3.4	-1.7	1	-9	-1.8	12	6	0.3	21	-6
CN(C)CCCNC(=O)CCc1ncc(C(F)(F)F)cc1Cl	9	2.4	-2.6	-6	-2	-1.6	-13	-3	4.4	-2	42
CCOc1ccc2nc(NC(=O)COC)sc2c1	4	-0.1	0.1	18	-4	-0.7	3	-7	3.3	.	39
CC(C)c1c(C(=O)N/N=C/c2ccccc2C(=O)O)nnn1-c1nonc1N	11	2.3	2.4	-17	1	-2.0	-3	4	0.7	6	-1
CCN(CC(=O)NCc1ccc(F)cc1)C(=O)Cc1c(F)cccc1Cl	-5	2.7	0.1	-4	-2	0.6	-6	-5	-2.6	-13	34
O=C(CCNC(=O)c1ccc(Br)cc1)NNC(=O)COc1ccccc1F	13	1.7	2.6	0	-9	-2.7	5	-7	2.7	3	-20
COc1ccc(NC(=O)C(C)N(C)Cc2ccc3ccccc3c2)cc1 (stereo not drawn)	-17	2.0	-3.9	0	-5	2.4	-18	-14	0.6	-3	-4
Cc1c(CN(C)C(=O)c2nn(C)cc2[N+](=O)[O-])cnn1C	10	1.2	-0.5	-5	-8	-2.2	5	0	-0.8	5	9
Cc1ccnc(N2C(=O)c3ccccc3C2O)c1 (stereo not drawn)	12	0.0	2.6	0	-2	-2.1	2	-6	3.9	6	-21
CCc1nnc(N/N=C/c2c(F)cccc2Cl)n1N	-25	7.0	2.2	-12	-3	4.5	14	1	1.6	-31	7
SMILES	MOR-DOR inv ag	AddAB inh	Ecoli viability	Tat transport	PKA-R2B act	MOR-DOR ag	HTR5A inv ag	PKA-R1A activ	phage Ecoli inh	PfHsp90 yeast 2	Mot1-301 SUMO
CCOC(=O)C1(CC)NC(c2ccco2)C2C(=O)N(C)C(=O)C21 (stereo not drawn)	7	2.5	-1.7	3	-2	-1.1	-13	-3	1.0	-18	11
Cc1cc(C)c2c(-n3cccc3)nn(C)c2n1	6	3.9	0.3	1	0	-1.0	-15	-6	2.6	8	4
COC(=O)c1c(-c2c(Cl)cccc2Cl)noc1C(=O)NN	-5	1.0	0.9	-4	4	1.0	-8	5	3.0	-22	-6
O=C(C[n+]1cccc(Br)c1)c1cccs1	10	4.2	-1.4	-2	-5	-2.0	8	-12	0.1	-3	-13
CCCCn1c(N)c(N(CC)C(=O)c2cc3c(s2)CCCCC3)c(=O)[nH]c1=O	11	4.5	0.1	1	6	-1.7	-14	6	4.3	-3	-6
Cc1occc1C(=O)NNC(=O)c1ccccc1[N+](=O)[O-]	12	1.8	0.4	8	-10	-2.2	-12	-7	3.2	-2	183
CCN(CC)S(=O)(=O)c1ccc(N2CCCC2)c(C(=O)OCC(=O)/C(C#N)=C(\C)N)c1	-4	1.2	1.8	3	6	0.6	-2	-4	0.1	33	6
COc1ccc(CCN2CNc3c(c(=O)n(C)c(=O)n3C)C2)cc1OC	14	2.9	0.1	-4	3	-2.6	14	-8	3.3	5	1
O=C(/C=C/c1ccccc1)NCCc1nc2ccccc2[nH]1	13	3.1	0.3	-6	6	-2.6	0	1	1.9	-3	-16
Cn1c(N)c(C(=O)COC(=O)CNC(=O)c2ccccc2Cl)c(=O)n(C)c1=O	5	1.2	-0.5	-2	-6	-1.3	22	1	-0.8	-4	-16
Nc1cc(N)nc(SCC(=O)N2CCN(S(=O)(=O)c3ccccc3)CC2)n1	9	-0.7	0.8	4	-10	-1.6	4	-3	0.9	16	-5
Cc1cc(C)cc(NC(=O)CCc2c(C)nn(-c3ccc(N4CCCCC4)nn3)c2C)c1	8	1.9	-0.8	1	-2	-1.5	6	-9	1.1	-4	9
CCOc1ccc(Nc2cc(=O)oc3ccccc23)cc1	5	3.5	1.2	-5	-11	-0.9	12	-5	3.3	-2	-11
O=c1c(O)c(-c2cc(O)c(O)c(O)c2)oc2cc(O)cc(O)c12	-14	11	10*	9	-12	2.5	-25	-1	9.8	-2	265*
COc1ccc(-c2nnn(-c3cc(Cl)cc(Cl)c3)c2N)cc1	-1	-0.4	-1.1	-9	4	0.3	20	-1	1.6	-40	18
COc1cc(O)c(C(CC(=O)N2CCCCC2)c2ccc3c(c2)OCO3)c(OC)c1 (stereo not drawn)	20	1.1	-2.6	3	-2	-3.4	-26	0	0.0	11	203
CCN(CC(=O)NCc1cccs1)S(=O)(=O)c1ccc(C(C)C)cc1	-20	1.9	-0.2	-8	8	3.6	4	-3	2.4	-1	5
CNC(=O)NC(=O)COC(=O)CCCOc1ccc(OC)cc1	5	-2.2	0.0	3	-7	-0.8	-3	-9	1.4	18	-12
COC(=O)c1sccc1NC(=S)N1CC(C)CC(C)C1 (stereo not drawn)	-23	3.4	0.6	5	-8	4.3	-21	-3	2.2	.	-2
CCOC(=O)c1ccc(N=c2sc(C(=O)OC)cc(=O)n2Cc2ccc3c(c2)OCO3)cc1	8	1.4	-0.4	6	-2	-1.3	-28	-15	4.4	-32	0
CCOc1ccc(NC(=O)COC(=O)c2cc([N+](=O)[O-])ccc2N2CCOCC2)cc1	-2	1.4	-0.5	-1	-3	0.2	5	-13	3.5	2	-2
CN(CC(=O)Nc1ccccc1C(F)(F)F)C(=O)CCc1nc2sc3c(c2c(=O)[nH]1)CCCC3	14	0.6	-0.2	-7	-5	-2.7	-4	-8	1.5	-18	1
CNC(=O)c1ccc(NC(=O)CC23CC4CC(CC(C4)C2)C3)cc1	14	5.7	1.6	-3	-8	-2.8	-18	-2	0.0	-4	-11
COc1ccc(CCC(=O)Nc2cc(Cl)ccc2OC)cc1	-5	1.6	-1.2	2	1	0.8	1	-8	-0.1	-2	111
CCC(C(=O)NC1CCCCC1)N(CC1CCCO1)C(=O)CNS(=O)(=O)c1ccc(OC)cc1 (stereo not drawn)	14	.	.	-2	-11	-3.0	16	0	2.6	4	.

Full records, looked up by structure. Screens in order: MOR-DOR inv ag	AddAB inh	Ecoli viability	Tat transport	PKA-R2B act	MOR-DOR ag	HTR5A inv ag	PKA-R1A activ	phage Ecoli inh	PfHsp90 yeast 2	Mot1-301 SUMO
`O=C(/C=C/c1ccccc1)NCCc1nc2ccccc2[nH]1` in the list: 13	3.1	0.3	-6	6	-2.6	0	1	1.9	-3	-16
`Nc1cc(N)nc(SCC(=O)N2CCN(S(=O)(=O)c3ccccc3)CC2)n1` in the list: 9	-0.7	0.8	4	-10	-1.6	4	-3	0.9	16	-5

Further entries:
SMILES	MOR-DOR inv ag	AddAB inh	Ecoli viability	Tat transport	PKA-R2B act	MOR-DOR ag	HTR5A inv ag	PKA-R1A activ	phage Ecoli inh	PfHsp90 yeast 2	Mot1-301 SUMO
CC(C(=O)Nc1ccccc1)C(=O)Nc1ccccc1	-5	2.5	0.0	9	-2	0.9	-7	-13	2.9	-7	0
COc1ccc(NC(=O)COC(=O)CNC(=O)c2cc(OC)c(OC)c(OC)c2)cc1	17	1.6	1.2	3	-7	-3.3	29	-21	1.7	-100	203
CCOC(=O)C1CCCN(C(=O)c2cc3c(C)nc4ccccc4c3o2)C1 (stereo not drawn)	0	-0.3	1.7	3	2	-0.1	-6	17	0.6	19	4
CCc1cccc(C)c1NC(=O)CC(C)(C)CC(=O)O	1	4.5	2.5	-4	11	-0.2	-21	-7	0.6	22	-2
CCOc1ccc(N(CC)C(=O)CCS(=O)(=O)c2cccc3nonc23)cc1	3	2.8	-1.4	-8	4	-0.5	13	1	-0.1	11	6
COn1c(-c2ccc(Cl)cc2)nc2ccc(Cl)cc21	-21	3.1	0.6	-7	-16	4.7	8	-1	5.0	.	.
O=C(CCCOc1ccccc1)N1CCN(S(=O)(=O)c2ccc(Cl)cc2)CC1	0	-0.8	-0.3	1	8	-0.1	-1	-2	1.8	9	10
Cc1ccc(C)c(N2CC(=O)N(c3cc(C)ccc3C)CC2=O)c1	17	-1.2	0.2	-2	7	-2.9	-2	-9	2.8	-45	-8
COCCCNC(=O)CSc1nc2ccccc2c(=O)n1CCCC(=O)NCC1CCCO1 (stereo not drawn)	12	3.6	-1.1	0	2	-2.3	-5	-1	1.6	9	9
c1ccc(-c2c(-c3ccccc3)n(Cc3ccco3)c3ncnc(NCCCn4ccnc4)c23)cc1	-15	-0.7	0.4	12	-15	2.5	-1	-9	0.1	104*	53

Single values from the list:
Under HTR5A inv ag, CCOc1ccc(N(CC)C(=O)CCS(=O)(=O)c2cccc3nonc23)cc1 has the entry 13
Under Tat transport, Cc1ccc(C)c(N2CC(=O)N(c3cc(C)ccc3C)CC2=O)c1 has the entry -2
Under HTR5A inv ag, O=C(CCCOc1ccccc1)N1CCN(S(=O)(=O)c2ccc(Cl)cc2)CC1 has the entry -1
Under Mot1-301 SUMO, CCOC(=O)C1CCCN(C(=O)c2cc3c(C)nc4ccccc4c3o2)C1 (stereo not drawn) has the entry 4

Assay outcomes from PubChem.
